Screening data (PubChem)
Rpn11 inh: Rpn11 (PSMD14) deubiquitinase inhibitors, primary screen, biochemical, fluorescence polarization, uHTS; 26S proteasome non-ATPase regulatory subunit 14 (Homo sapiens), O00487; human 26S proteasome, Ub4-pepOG fluorescence polarization; 20S core pre-blocked with epoxomicin; calls only at 20 µM; 360,000 compounds, 0.59% hits; AID 588493, 2011;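 active = inhibition at 20 µM, scaled to each plate's controls, above about 33%, limit read from the data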
STEP inh: STEP phosphatase inhibitors, primary screen, biochemical, fluorescence intensity, uHTS | inhibition, % at 20 µM | AID 588621, 2011 | recombinant STEP, OMFP fluorogenic substrate | 360,000 compounds, 0.25% hits;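 active = inhibition at 20 µM, scaled per plate between control wells, above about 37%, limit read from the data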;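 also: 0% = DMSO with enzyme and substrate and 100% = substrate only without enzyme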
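System: STEP (striatal-enriched tyrosine phosphatase) enzyme, cell-free; medium: Bis-Tris pH 6.0 buffer with DTT, detergent; dosing: 20 µM, 1% DMSO; times: reaction 20 min, ambient temperature; detection: fluorescence, 480/540 nm; read-out basis: normalized % inhibition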
Scp-1 inhibitor: Scp-1 phosphatase inhibitors, primary screen, biochemical, colorimetric, uHTS; Carboxy-terminal domain RNA polymerase II polypeptide A small phosphatase 1 (Homo …; Recombinant Scp1, phosphopeptide, malachite green phosphate absorbance; inhibition, % at 20 µM; 340,000 compounds, 0.88% hits;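 active = inhibition above about 50% at 20 µM, limit read from the data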;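 also: plate controls were DMSO wells with enzyme for no effect and wells lacking enzyme for full effect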
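System: truncated SCP-1 phosphatase (76-261aa); medium: Tris acetate buffer pH 5.5 with MgCl2 and Tween-20; incubation: 45 min room-temperature reaction, 5 min colour, 30 min stabiliser; compound: single 20 µM dose, 1% DMSO; reagent: Phosphorylated 17-residue peptide substrate; read-out: % inhibition at 20 µM; technique: colorimetric free-phosphate detection, absorbance 630 nm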
TbMetRS inhib: T. brucei MetRS inhibitors, primary screen, biochemical, luminescence; purified T. brucei MetRS, ATP depletion, Kinase-Glo luminescence; inhibition, % at 11.9 µM; 360,000 compounds, 0.4% hits;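 active = inhibition above a per-plate cutoff of the control wells' mean inhibition plus 3 SD, cut at about 5.5% in these data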;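 also: 0% = DMSO wells median and 100% = median of wells with control inhibitor compound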
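technique = Kinase-Glo luminescence, ATP depletion format | system = purified MetRS (methionyl-tRNA synthetase) enzyme from Trypanosoma brucei | timing = 15 min preincubation, 2 h reaction, all 25 °C | evaluation = percent inhibition versus plate control medians | dosing = single dose, 11.9 µM final nominal, 0.9% final DMSO | also added = substrates ATP, L-methionine and bulk Escherichia coli tRNA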
LMPTP block: LMPTP phosphatase inhibitors, primary screen, biochemical, fluorescence intensity, uHTS | recombinant LMPTP-A, OMFP fluorogenic substrate | inhibition, % at 20 µM | 360,000 compounds, 0.22% hits;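 active = compounds that cut the enzyme signal by at least half of the control window in the single-dose screen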;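 also: plate controls were DMSO wells with enzyme plus substrate for no effect and substrate without enzyme for full effect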
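Material: LMPTP-A; amount: 0.625 nM enzyme; doses: single 20 µM dose; times: reaction 50 min, room temperature, dark; technique: fluorescence intensity of OMFP turnover product; benchmarks: no-enzyme and uninhibited controls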
PABP1 MLLE inh: inhibitors of PABP1 MLLE–PAM2 peptide binding, primary screen, biochemical, fluorescence polarization, FITC-PAM2, GST-MLLE; inhibition, % at 20 µM; 360,000 compounds, 0.36% hits; in the data active = inhibition above about 35%, passing the limit was not always enough;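 also: plate controls were DMSO wells with GST-MLLE for no effect and wells lacking GST-MLLE protein for full effect; some results filed as inactive read as strong as hits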
SUMO1-SIM PPI: modulators of SUMO1 protein-protein interactions, primary screen, biochemical, uHTS | AID 602429, 2012 | inhibition, % at 20 µM | SUMO1 binding to a labelled peptide, TR-FRET, 1 h | Small ubiquitin-related modifier 1 (Homo sapiens), P63165 | 360,000 compounds, 0.33% hits; in the data active = inhibition above about 37%
CSN deneddyl inh: inhibitors of CSN-mediated cullin deneddylation, primary screen, biochemical, fluorescence polarization, uHTS. AID 651999, 2013. COP9 signalosome complex subunit 5 (Homo sapiens), Q92905. inhibition, % at 12.5 µM. Purified CSN, SCF-Nedd8-OG deneddylation. 360,000 compounds, 0.38% hits;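 active = pattern-corrected inhibition above about 35%, with an unprinted fluorescence ratio check between 0.5 and 1.5, limit read from the data, passing the limit was not always enough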;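 also: 0% = enzyme with substrate and 100% = substrate without enzyme; some results filed as inactive read as strong as hits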
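Assay system: purified human Csn5 enzyme expressed in HEK293T cells; Input: 0.24 nM Csn5 enzyme, final concentration; Reagent: 10 nM SCFSkp2-Nedd8OG; Compound dosing: 12.5 µM single point; Times: reaction 90 min, room temperature; Technique: fluorescence polarization readout.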
DNMT1 inh: human DNMT1 methyltransferase inhibitors, primary screen, biochemical, molecular beacon, fluorescence, HinP1I cleavage, uHTS; inhibition (reported as % activation of signal), % at 10 µM; 360,000 compounds, 0.83% hits; AID 588458, 2011; in the data active = inhibition above about 50%
Target sequence (P26358 504-1616 limits assumed): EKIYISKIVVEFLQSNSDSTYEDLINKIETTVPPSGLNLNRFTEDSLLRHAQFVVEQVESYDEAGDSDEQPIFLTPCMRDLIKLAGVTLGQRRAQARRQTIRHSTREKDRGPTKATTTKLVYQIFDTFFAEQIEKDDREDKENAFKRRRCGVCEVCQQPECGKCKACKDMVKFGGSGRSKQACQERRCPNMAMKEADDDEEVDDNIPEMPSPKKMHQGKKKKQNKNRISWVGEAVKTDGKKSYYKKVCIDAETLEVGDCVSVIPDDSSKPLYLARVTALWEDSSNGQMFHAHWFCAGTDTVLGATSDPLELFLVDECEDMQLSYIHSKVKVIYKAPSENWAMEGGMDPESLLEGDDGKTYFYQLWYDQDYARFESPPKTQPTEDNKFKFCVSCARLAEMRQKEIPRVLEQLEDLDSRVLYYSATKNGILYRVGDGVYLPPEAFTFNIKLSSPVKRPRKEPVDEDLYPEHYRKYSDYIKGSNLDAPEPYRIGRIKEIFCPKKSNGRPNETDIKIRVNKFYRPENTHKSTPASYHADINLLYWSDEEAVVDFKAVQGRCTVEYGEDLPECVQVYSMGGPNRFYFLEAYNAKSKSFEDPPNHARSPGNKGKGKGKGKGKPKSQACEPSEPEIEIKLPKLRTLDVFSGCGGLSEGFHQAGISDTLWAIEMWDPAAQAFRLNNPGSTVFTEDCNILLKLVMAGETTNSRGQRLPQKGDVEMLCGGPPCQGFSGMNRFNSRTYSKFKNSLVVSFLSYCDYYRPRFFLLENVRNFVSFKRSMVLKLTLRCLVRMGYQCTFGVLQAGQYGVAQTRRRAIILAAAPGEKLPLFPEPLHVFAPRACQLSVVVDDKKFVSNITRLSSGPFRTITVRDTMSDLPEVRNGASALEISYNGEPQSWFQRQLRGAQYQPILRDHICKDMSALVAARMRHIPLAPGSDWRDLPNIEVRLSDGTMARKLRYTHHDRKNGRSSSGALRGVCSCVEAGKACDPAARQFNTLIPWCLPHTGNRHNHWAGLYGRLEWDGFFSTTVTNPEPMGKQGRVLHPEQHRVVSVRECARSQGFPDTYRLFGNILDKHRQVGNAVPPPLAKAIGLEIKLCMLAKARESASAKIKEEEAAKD
NadD inh: inhibitors of S. aureus NadD, primary screen, biochemical, colorimetric, uHTS; inhibition, % at 20 µM; Nicotinate-nucleotide adenylyltransferase NadD (Staphylococcus aureus N315); 360,000 compounds, 0.78% hits; AID 602399, 2012; purified NadD enzyme, colorimetric absorbance read-out; in the data active = inhibition above about 26%; also: some compounds past the cut are filed as inactive
* hit, by the source's call; i = inactive; nt = no result given; + = active, no number.

SMILES,Rpn11 inh,STEP inh,Scp-1 inhibitor,TbMetRS inhib,LMPTP block,PABP1 MLLE inh,SUMO1-SIM PPI,CSN deneddyl inh,DNMT1 inh,NadD inh
CCOc1ccc(-n2c(Cc3cc(=O)[nH]c(=O)[nH]3)nnc2SCC(=O)NC2CCCC2)cc1,i,7,10,0.3,-0.8,16,30,-1,1,-1
CCOC(=O)C(=CNCC(=O)OC)C(=O)OCC,i,2,8,-0.3,-2.6,-4,0,5,3,-2
CCc1nc2ccccc2n1CC(C)C(=O)O (stereo not drawn),i,1,-5,-0.8,0.1,-6,-1,-1,2,-6
COc1ccc(CNC(=O)c2ccc(-n3cncn3)c3ccoc23)cc1OC,i,-1,nt,0.0,-0.5,7,-4,-7,-7,-1
CN(C)/C=C/c1[nH]c(=O)[nH]c(=O)c1[N+](=O)[O-],i,1,-6,-0.3,1.1,-6,-23,0,-6,-1
Cc1c(C(=O)NCC2CC2)sc(=O)n1Cc1cccc(F)c1,i,-1,nt,-0.3,-1.0,-13,0,-4,-2,-1
COc1ccccc1CNC(=O)c1cccc(S(=O)(=O)N2CCN(C)CC2)c1,i,5,-7,0.2,-1.2,-24,3,-2,6,0
O=C(NC1CC1)c1ccc2c(c1)N(Cc1ccc(Cl)cc1)CCS2,i,2,0,0.0,5.1,9,-10,-2,-7,-3
CCn1c(C(=O)NCCCN2CCc3ccccc3C2)cc2sccc21,i,2,0,0.2,1.1,4,-3,-3,-10,-1
O=C(NCCCn1ccnc1)c1ccc(OCC(F)(F)F)cc1,i,-5,-19,0.2,-1.0,-12,0,3,2,-3
Cc1ccnc(SCCn2c(N3CCN(c4ccccc4)CC3)nc3c2c(=O)[nH]c(=O)n3C)n1,i,0,2,-0.5,-1.5,-8,0,3,-2,2
N#Cc1ccc(N2CCN(C(=O)c3cccc(F)c3)CC2)c(F)c1,i,2,-5,0.0,-0.8,6,-3,-1,2,7
C=C(C)C(=O)Nc1cccc(C2=NOC3(C2)C[C@@H](C(N)=O)N(C(=O)/C=C/C=C/C)C3)c1 (stereo partly drawn),i,11,75*,-0.3,0.0,-2,105*,22,105*,-2
CC(O)CNC(=O)Cc1cc(=O)[nH]c(=O)[nH]1 (stereo not drawn),i,-1,-3,-1.1,2.9,12,-1,-3,2,-3
COc1cc(NC(=O)c2cc(S(=O)(=O)N3CCc4ccccc43)cn2C)cc(OC)c1OC,i,-3,-4,-0.8,3.4,-3,3,3,-7,-18
O=C(Nc1cccc(NC(=O)c2cccs2)c1)c1ccc(F)cc1,i,1,-16,-0.4,0.1,-7,1,-3,-2,-10
CC1(C)SC2c3ccccc3C(=O)N2[C@@H]1C(=O)O (stereo partly drawn),i,-1,-2,0.1,-0.9,-1,2,-1,1,-2
C[C@@H](CN1C(=O)C(=O)NC[C@@H]1Cc1ccc(O)cc1)NC(=O)Cc1ccccc1,i,14,-3,0.4,3.0,18,42*,-3,-4,4
CCC1(C(=O)OC)CCc2c(cc(OC)c3ccccc23)C1=O (stereo not drawn),i,1,-13,-0.2,1.1,8,-13,-5,3,-6
COCCN1C(=O)c2[nH]nc(-c3ccccc3O)c2C1c1ccc(OC)cc1 (stereo not drawn),i,1,-7,0.5,-0.7,-2,1,4,-1,2
CCn1c(CSc2nc3ccccc3s2)nc2ccccc21,i,0,4,-1.0,1.6,-20,2,3,1,1
COC(=O)c1cccc(-n2c(C)cc(C=O)c2C)c1,i,-2,-8,0.4,-1.5,0,-1,-11,-1,1
COc1cc(/C=N/NC(=O)c2ccc(O)cc2)ccc1OCC(=O)Nc1cccc([N+](=O)[O-])c1,+,8,4,-0.5,-1.0,3,93*,16,4,15
CC(C)(C)OC(=O)C[C@@H]1C/C=C\C[C@@H](CC(=O)N[C@@H](CO)Cc2ccccc2)C(=O)N2CCC[C@@H]2COC1=O,i,1,-2,0.5,3.0,11,-3,-1,1,-12
COc1ccc(N2CCC(CNC(=O)Nc3ccc(Cl)cc3)C2)cc1 (stereo not drawn),i,-1,0,14*,1.4,-20,5,5,-19,7
O=C(COC(=O)CNC(=O)c1ccccc1F)Nc1ccc2c(c1)OCCO2,i,-2,-6,-0.2,0.9,-3,5,-3,1,3
COC(=O)c1nnn(-c2nonc2N)c1CN1CCc2ccccc21,i,4,-3,-1.5,0.7,-1,4,0,-5,1
COc1cccc(C2c3c(oc4ccccc4c3=O)C(=O)N2CCCN2CCOCC2)c1 (stereo not drawn),i,-1,-7,-0.3,1.9,-3,-16,-1,-3,1
Cc1c(Cl)cccc1N=Cc1ccc([N+](=O)[O-])s1,i,-3,-2,-0.8,-0.2,9,11,5,9,-1
Nc1cc(C2CCCC2)nn1-c1ccccc1,i,-2,0,-0.9,-0.3,5,3,-1,-3,-1
O=C(Nc1ccccc1Cc1ccccc1)c1oc2ccccc2c1COc1ccccc1,i,0,-6,-1.1,2.9,-9,0,-4,11,0
COc1ccc(N2CCN(S(=O)(=O)c3ccc(OC)c(C(=O)N4CCCCC4)c3)CC2)cc1,i,1,-5,0.1,-0.5,3,1,5,0,8
CCOc1ccc(C(=O)N2CCN=C2SC)cc1OCC,i,-6,-4,-0.1,-1.1,10,3,4,4,-1
CCn1c(SCC(=O)Nc2ccc(N3CCOCC3)cc2)nnc1C1CC1,i,-2,-10,-0.3,-0.1,18,0,-2,1,-4
CCN(CC)c1nc(Nc2ccccc2)nc(Oc2ccc(=O)[nH]n2)n1,i,0,-4,1.2,1.3,0,-4,-11,9,-8
O=C(Nc1ccc(NC(=O)c2ccc3c(c2)OCO3)cc1)c1cccc(Cl)c1,i,7,-2,-0.2,-0.6,5,2,-4,13,6
O=C(CCc1ccc(S(=O)(=O)N2CCOCC2)cc1)N1CCN(Cc2ccc3c(c2)OCO3)CC1,i,2,-1,-0.3,-0.8,-2,1,0,2,-3
COc1ccc(OCC(=O)N/N=C/c2ccsc2)cc1,i,1,-5,-0.7,0.0,0,-6,1,0,-7
ClC(=C\c1ccccc1)/C=N/N1CCN(c2ccccn2)CC1,i,10,0,-0.3,-0.3,0,1,4,1,6
Cc1ccc(OCCN(C)C(=O)C2CCC(=O)N(Cc3ccccc3F)C2)cc1 (stereo not drawn),i,0,-9,-0.2,0.2,5,-2,0,2,2
Cc1[nH]n(-c2ccccc2)c(=O)c1/C=N/NC(=O)c1ccc(O)cc1O,i,-2,-20,0.3,0.6,-4,6,-2,-9,4
CCCN(C(=O)COC(=O)c1nc2nccc(C)n2n1)C1CCS(=O)(=O)C1 (stereo not drawn),i,2,-5,-0.3,1.4,14,2,1,3,4
c1ccc(-c2sc3ccccc3c2-c2ccc(OCCN3CCOCC3)cc2)cc1,i,-2,1,-0.1,-0.5,3,3,3,-2,-6
O=C(Oc1ccc(/C=N/NC(=O)c2ccccc2F)cc1)c1ccccc1,i,3,-2,0.1,1.1,-2,2,4,5,2
O=C(c1cc(-c2ccco2)on1)N1CCN(C(c2ccccc2)c2ccccc2)CC1,i,2,2,-0.3,5.6,-3,-3,5,2,18
O=C(NCc1ccccc1)C(c1ccc(-c2ccccc2)cc1)n1c(=O)c(-c2ccco2)nc2ccccc21 (stereo not drawn),nt,nt,nt,0.5,9.3,nt,7,34,nt,nt
COC(=O)c1ccc(NC(=S)NC(=O)c2cccnc2)cc1,i,1,-2,0.1,-1.3,39,-2,-1,3,1
COC(=O)C(NC(=O)Nc1ccccc1OC)C(C)C (stereo not drawn),i,2,-5,0.2,0.6,10,-3,1,2,9
COc1ccccc1CNS(=O)(=O)c1ccc2[nH]cc(C(=O)O)c(=O)c2c1,i,18,55*,-0.4,0.8,-7,4,2,86*,-4
CCO[C@H]1c2c(ccc3ccc(=O)oc23)OC(C)(C)[C@@H]1O,i,6,6,-0.4,0.0,2,-2,3,8,-5
Oc1c(C=Nc2cccnc2)sc2ccccc12,i,1,-9,-1.9,1.2,-7,-15,9,-5,3
CC(O)[C@H](NC(=O)C1(c2ccccc2)CCN(C(=O)OC(C)(C)C)CC1)C(=O)O (stereo partly drawn),i,2,-7,0.1,-2.0,2,-1,-2,3,-3

Random excerpt: six compounds from above.
SMILES,Rpn11 inh,STEP inh,Scp-1 inhibitor,TbMetRS inhib,LMPTP block,PABP1 MLLE inh,SUMO1-SIM PPI,CSN deneddyl inh,DNMT1 inh,NadD inh
CC1(C)SC2c3ccccc3C(=O)N2[C@@H]1C(=O)O (stereo partly drawn),i,-1,-2,0.1,-0.9,-1,2,-1,1,-2
COc1cc(/C=N/NC(=O)c2ccc(O)cc2)ccc1OCC(=O)Nc1cccc([N+](=O)[O-])c1,+,8,4,-0.5,-1.0,3,93*,16,4,15
O=C(Nc1cccc(NC(=O)c2cccs2)c1)c1ccc(F)cc1,i,1,-16,-0.4,0.1,-7,1,-3,-2,-10
O=C(NC1CC1)c1ccc2c(c1)N(Cc1ccc(Cl)cc1)CCS2,i,2,0,0.0,5.1,9,-10,-2,-7,-3
C[C@@H](CN1C(=O)C(=O)NC[C@@H]1Cc1ccc(O)cc1)NC(=O)Cc1ccccc1,i,14,-3,0.4,3.0,18,42*,-3,-4,4
COC(=O)c1ccc(NC(=S)NC(=O)c2cccnc2)cc1,i,1,-2,0.1,-1.3,39,-2,-1,3,1
